LDHA block: qHTS assay for inhibitors of human lactate dehydrogenase; L-lactate dehydrogenase A chain (Homo sapiens), P00338; purified LDHA, NADH/diaphorase-resazurin fluorescence; stronger effect = lower value; activity change, % (values are at about 110 or 230 µM); 480,000 compounds, 0.15% hits; AID 1347041, 2019; in the data active = activity change below about -30%;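 also: plate controls were DMSO wells for no effect and wells without enzyme for full effect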
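Enzyme activity of human lactate dehydrogenase 5 (2 nM; 0.06 mM NADH, 0.2 mM pyruvate, 5 min, RT) is measured via a resazurin/diaphorase fluorescence readout of residual NADH.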
An asterisk follows results filed as active. This is a subset (hit frequency here may not be typical).

LDHA block,canonical_smiles
1,Cc1oc(-c2nc(C#N)c(NCc3cccnc3)o2)cc1S(=O)(=O)N1CCCCCC1
9,OCCCCCCNC(=S)Nc1ccc(F)cc1
5,COCC(=O)NNC(=S)NCc1ccc(C)cc1
1,O=C(CCCc1nc2ccccc2s1)N1CCCC1c1ccc(F)cc1 (configuration not stated)
12,Cc1noc(C)c1COc1ccc(CC(=O)Nc2ncccc2O)cc1
0,O=C(CSc1nc(=O)n(Cc2ccncc2)c2c1CCC2)N1CCCC1
11,COc1cccc(NC(=O)N2CCN(c3nc(C)cc(Nc4ccc(C)cc4)n3)CC2)c1
-7,CC(NC(=O)CN1CSCC1=O)c1ccc(F)cc1 (configuration not stated)
-6,Cc1ccc(-c2c(C(N)=O)c(C)nc3sc4c(c23)CCCC4)cc1
36,COc1ccc2cc(CNc3ccc(C)cc3)c(=O)n(CC(=O)Nc3ccc(C)cc3C)c2c1
6,Cc1nc(N/C(N)=N/S(=O)(=O)c2ccc3ccccc3c2)nc2ccccc12
4,CCCN(CCC)S(=O)(=O)c1ccc(SCC(=O)OCC)c([N+](=O)[O-])c1
-3,O=Cc1cn[nH]c1-c1cc2ccccc2o1
1,CC(C)CN(Cc1cc2ccccc2[nH]c1=O)C(=O)c1ccco1
0,CC12CC3(C)CC(C)(C1)CC(N)(C2)C3

Following part:
LDHA block,canonical_smiles
10,CCNC(=O)CSc1ccccc1C(=O)OCC(=O)C(C)(C)C
5,Cc1nc(NC(=O)c2ccccc2)sc1-c1csc(Nc2ccccc2)n1
1,COCCCC(=O)Nc1nc(-c2c(C)[nH]c3ccccc23)cs1
-1,Fc1cccc(CSc2nnc(-c3ccccc3F)n2C2CC2)c1
7,COc1ccc(CNC(=O)CC2CCN(C(=O)c3cn(-c4ccccc4)nc3C)CC2)cc1
-2,N#CC1(NC(=O)CSc2ccc3ccccc3n2)CCCCC1
-19,Cc1ccc(C(=O)Nc2ncn(CC(=O)NCc3ccccc3F)n2)cc1
3,NC(=O)C1=C(Nc2ccc3ccccc3c2)c2ccccc2S1(=O)=O
11,O=C(c1cc2c(s1)-c1ccc(Cl)cc1SC2)N1CCC(Cc2ccccc2)CC1
10,Cc1ccc(OC(C)C(=O)Nc2cccc3cccnc23)cc1C (configuration not stated)
-1,Cc1cc(C)c(S(=O)(=O)N2CCC(C(=O)NCc3csc(-c4ccccc4)n3)CC2)c(C)c1
9,CCCCCn1nc(C(=O)Nc2cc(F)ccc2C)c2ccccc2c1=O
-5,CC(OC(=O)c1cc2ccccc2s1)C(=O)N1CCNC1=O (configuration not stated)
2,Cc1ccccc1CNC(=O)c1nn(-c2ccccc2Cl)nc1CO
0,COc1ccc(C(=O)/C(C#N)=C\c2ccc(Cl)cc2Cl)cc1

The final 5 entries of the section above come first, to join the parts:
LDHA block,canonical_smiles
-1,Cc1cc(C)c(S(=O)(=O)N2CCC(C(=O)NCc3csc(-c4ccccc4)n3)CC2)c(C)c1
9,CCCCCn1nc(C(=O)Nc2cc(F)ccc2C)c2ccccc2c1=O
-5,CC(OC(=O)c1cc2ccccc2s1)C(=O)N1CCNC1=O (configuration not stated)
2,Cc1ccccc1CNC(=O)c1nn(-c2ccccc2Cl)nc1CO
0,COc1ccc(C(=O)/C(C#N)=C\c2ccc(Cl)cc2Cl)cc1
-23,C=CCN1C(=O)COc2ccc(NC(=O)c3cc(=O)c4cccc(C)c4o3)cc21
-2,CCOC(=O)COc1ccc(/C=C2/NC(=O)NC2=O)cc1Br
-15,O=C1CCC(c2ccccc2)=NN1c1ccccc1
0,Cc1ccc(C2CC(=O)C3=C(C2)OC(N)=C(C#N)C32C(=O)Nc3ccccc32)cc1 (configuration not stated)
6,CC1CCN(S(=O)(=O)NCc2ccnc(OCc3ccccc3)c2)CC1
3,O=S(=O)(NC(c1ccccc1)c1ccccc1)c1cccs1
7,Cc1sc2nc(CN3CCOCC3)nc(N(C)CC(=O)Nc3cccc(F)c3)c2c1C
11,COC(=O)CCNC(=O)c1ccccc1-c1ncc(-c2ccc(C)cc2)o1
-1,COc1ccc(OC)c(CN(C(=O)c2cc(OC)ccc2Br)C2CC2)c1
1,CC(C)NC(=O)Nc1cccc(C(=O)Nc2cccc(Cl)c2)c1
-1,Cc1cccc(/C=C(/C#N)C(=O)c2c(C)[nH]c3ccccc23)c1
4,CCOC(=O)c1cc(NC(=O)c2ccc(C(C)(C)C)cc2)c(=O)n2c1oc1cc(Cl)ccc12
-5,CN(Cc1ccc(Cl)cc1)C(=O)c1ccc(Cl)c(S(=O)(=O)NC2CC2)c1
1,CCOc1ccc(N2CC(C(=O)Nc3ccc(C)cn3)CC2=O)cc1 (configuration not stated)
-4,O=C(NC(c1ccccc1)c1ccc(Br)cc1)C(c1ccccc1)C1CCCC1 (configuration not stated)

Going on with the list:
LDHA block,canonical_smiles
8,O=C(CC12CC3CC(CC(O)(C3)C1)C2)Nc1ccc2c(c1)Cc1ccccc1-2
-3,CCC(C(=O)Nc1cc(OC)cc(OC)c1)n1c(=O)[nH]c2ccccc2c1=O (configuration not stated)
-3,Cc1c(Cl)cccc1NC(=S)NNC=O
8,COc1ccc(-c2cc(C)no2)cc1S(=O)(=O)CCC(=O)Nc1cc(C)cc(C)c1
-1,O=C(NC12CC3CC(CC(C3)C1)C2)c1cccc2ncccc12
12,COc1cccc(S(=O)(=O)N2CCN(Cc3nc4cccnc4n3-c3cccc(C)c3)CC2)c1
-2,COc1ccc(C(=O)NC(c2ccco2)c2cc(Cl)c3cccnc3c2O)cc1 (configuration not stated)
2,CC(C)c1ccc(CN(C(=O)Cn2nc(C(N)=O)c3ccccc3c2=O)C2CC2)cc1
0,COc1ccccc1CNC(=O)c1cccc2c1C(=O)N(C1CCCCC1)C2
-10,COC(=O)c1cc(OC(=O)c2cc3ccccc3o2)cc(C(=O)OC)c1
4,O=[N+]([O-])c1cc(C(F)(F)F)cc2nc3ccccn3c12
0,CN1CCN(c2cccc(Nc3nn4c(=O)c5ccc(F)cc5nc4s3)c2)CC1
-6,CCc1noc(CN2CCN(Cc3cc(C)no3)CC2)n1
14,Nc1nccnc1C(=O)NCCNC(=O)c1ccc(Cl)c(Cl)c1
-5,C1CCC(NCC2CCN(C3CC3)C2)C1 (configuration not stated)

(further entries)
LDHA block,canonical_smiles
-1,Cc1cc(N/N=C/c2cccnc2)nc(NCc2ccccc2)n1
2,O=C(O)CNS(=O)(=O)c1ccc(Oc2ccccc2Cl)cc1
-8,Cc1ccc(NS(=O)(=O)c2cc3c(cc2Cl)CCC(=O)N3)cc1C
10,CCOc1cc(/C=C/c2nc3ccccc3o2)ccc1OC
1,CCCN1C(=O)c2[nH]nc(-c3ccccc3O)c2C1c1ccc(OC)c(OC)c1 (configuration not stated)
-3,CNC(=O)NC(=O)C(C)OC(=O)c1csc(NCc2ccccc2)n1 (configuration not stated)
9,CCCn1cc(SCC(=O)Nc2cccc(C)c2)c2ccccc21
0,COCc1nn2c3c(cnc2c1-c1cccc(Cl)c1)C(=O)CC(c1ccc(OC)c(OC)c1)C3 (configuration not stated)
2,Cc1ccc(-n2nnnc2SCc2nc3ccsc3c(=O)[nH]2)c(C)c1
-13,Cc1cc(Cl)ccc1OCC(=O)NCc1cccc(NC(=O)C2CC2)c1
1,Cc1ccc(-c2c(NC(=O)CN3CCC(C(N)=O)CC3)oc3ccc(Cl)cc3c2=O)cc1
-3,CCOc1ccc(S(=O)(=O)[C@H]2CS(=O)(=O)C[C@@H]2N2CCC(C(=O)OC)CC2)cc1
1,O=C1C(Nc2ccccc2)=CC(c2ccccc2F)N1c1ccccc1 (configuration not stated)
6,Cc1cc(C)nc(NC(c2ccc(C(C)C)cc2)c2cc(C)sc2NC(=O)c2ccco2)n1 (configuration not stated)
8,CN(Cc1ccc(OC(F)F)cc1)C(=O)c1n[nH]c(=O)c2ccccc12

7 entries from above, with tabs.
mol	LDHA block
Cc1ccc(NS(=O)(=O)c2cc3c(cc2Cl)CCC(=O)N3)cc1C	-8
CCOc1cc(/C=C/c2nc3ccccc3o2)ccc1OC	10
CCCN1C(=O)c2[nH]nc(-c3ccccc3O)c2C1c1ccc(OC)c(OC)c1 (configuration not stated)	1
CNC(=O)NC(=O)C(C)OC(=O)c1csc(NCc2ccccc2)n1 (configuration not stated)	-3
CCCn1cc(SCC(=O)Nc2cccc(C)c2)c2ccccc21	9
COCc1nn2c3c(cnc2c1-c1cccc(Cl)c1)C(=O)CC(c1ccc(OC)c(OC)c1)C3 (configuration not stated)	0
Cc1ccc(-n2nnnc2SCc2nc3ccsc3c(=O)[nH]2)c(C)c1	2

(listing goes on)
LDHA block,canonical_smiles
-4,O=C(CCSc1nc(-c2ccc3c(c2)OCO3)cc(C(F)(F)F)n1)N1CCCC1
0,CCNC(=O)NC(=O)CSc1cc(C)c2ccccc2n1
6,C1CCCN(CCNC2CCCC2)CC1
9,CC(=O)Nc1cccc(NC(=O)Cn2cc(C(C)=O)c3ccccc32)c1
3,COc1cc(OC)c(NC(=O)c2ncoc2-c2ccc(C)o2)cc1Cl
0,CC(=O)NC1=NN(C(C)=O)C(c2cccc(OCc3ccccc3F)c2)S1 (configuration not stated)
14,COc1cccc(C(=O)C(C)C(=O)c2cccc(OC)c2)c1
8,CCn1nc(C(=O)N(C)c2cc(F)ccc2F)c2ccccc2c1=O
7,CC(=O)Nc1ccc(S(=O)(=O)[C@H]2CS(=O)(=O)C[C@@H]2N2CCCCC2)cc1
0,Cc1ccccc1-c1nc(C#N)c(NCC2CCCO2)o1 (configuration not stated)
11,COC(=O)c1ccc(COC(=O)c2cc(OC)ccc2Br)cc1
8,Nc1ccc(C(=O)NNC(=S)Nc2ccccc2)cc1
-3,COC(=O)Cn1c(=O)c2c3c(sc2n(CC(=O)c2ccc(Cl)cc2)c1=O)CCC3
-11,O=C(Cn1c(=O)c2c(ncn2C2CCCC2)n(Cc2ccccc2)c1=O)NCc1ccc(Cl)cc1
0,COC(=O)c1cc(Br)cc(Br)c1O

The listing continues:
LDHA block,canonical_smiles
3,C=CCS(=O)(=O)c1ccc2ccccc2c1
0,COc1ccc(CCN2CN=C(NS(=O)(=O)c3ccc(F)cc3)NC2)cc1
2,COc1ccc(-c2csc(CCn3nc(C)c4c(C(F)(F)F)cc(=O)[nH]c43)n2)cc1
-4,O=C(O)c1ccc(CSc2ccc(Cl)cc2)cc1
-4,CCOc1c(OC)cccc1-c1nc2ccccc2s1
4,N#Cc1ccc(-c2nc3ccccc3s2)cc1
3,CC(C)c1nc(Nc2nc3ccccc3o2)nc2c1CCCC2
-1,Fc1ccc(-c2cnc(CN3CCN(c4ccccc4Cl)CC3)o2)cc1
7,CN(CC(=O)NCCc1ccccc1)Cc1ccc(C(F)(F)F)cc1
4,Fc1ccc(N2CCN(Cc3csc4c3CCCC4)CC2)cc1
-2,COc1cccc(C2=C(C(C)=O)Sc3nnc(-c4ccc(Cl)cc4)n3N2C(C)=O)c1
-2,O=C(CSc1ncccn1)Nc1nc2cc3c(cc2s1)OCCO3
2,CC1CCCN(C(C)C(=O)N(C)CC(=O)Nc2ccccc2C(F)(F)F)C1 (configuration not stated)
8,CSc1ccccc1C(=O)NC(C)C
14,CCC(=O)c1cc(Br)c(OC)cc1OC

New compounds follow
LDHA block,canonical_smiles
-4,CN(CCOc1ccccc1F)C(=O)c1cnc2ccccc2n1
5,Cc1cccc(NS(=O)(=O)c2cc(C(=O)Nc3ccc4oc(C)nc4c3)ccc2C)c1
-2,CCOc1ccc(C(C)NC(=O)Cc2cccs2)cc1OCC (configuration not stated)
-2,N#Cc1ccc(NC(=O)NCCNc2ccccn2)cc1
-1,Cc1c(C(=O)NCC(c2ccsc2)N(C)C)oc2ccc(Br)cc12 (configuration not stated)
1,O=C(CSc1ccc2c(c1)OCCCO2)Nc1ccc2c(c1)OCO2
8,CCOCCCNC(=O)C(NC(=O)C1CCC(C(C)C)CC1)C(C)C (configuration not stated)
4,c1ccc(-n2ncc3c(Nc4ccc5c(c4)OCO5)nc(NCC4CCCO4)nc32)cc1 (configuration not stated)
0,CC(C)(C)c1ccc(C(=O)N/N=C/c2ccc3ccccc3c2)cc1
-4,CC(C)OCCCNC(=O)Cn1ccc2ccc(Cl)cc21
5,CC(C)(C)CC(=O)NCC(=O)C(C#N)c1ccc2ccccc2n1 (configuration not stated)
1,Cc1csc(SCc2cc(Cl)c3c(c2)OCCO3)n1
0,C/C=C/C=C/C(=O)Nc1ccc(OCCOC)cc1
-11,Cc1cccc(C)c1OCC(=O)NCc1ccc(Cn2cccn2)cc1
-1,COc1ccc(N2C(=O)CCS2(=O)=O)cc1S(=O)(=O)N1CCC(C)CC1

Further records
LDHA block,canonical_smiles
13,O=C(CSc1nnnn1C1CC1)c1ccc(C2CCCCC2)cc1
0,CC(SCCCn1c(=O)c2c(ncn2C)n(C)c1=O)c1ccccc1Cl (configuration not stated)
5,COc1ccc(OC)c(CNC(=O)c2cc(Br)ccc2O)c1
-3,O=C(Cn1ccc2ccc(F)cc21)Nc1ccc(CCO)cc1
-9,CCn1c(=O)n(CC(=O)N(C)Cc2ccc(C)cc2C)c2ccccc21
5,COc1ccc(NC(=O)Cc2nnc(SCC(=O)NC34CC5CC(CC(C5)C3)C4)n2C)cc1
3,Cc1sc(NC(=O)CC(C)(C)C)c(C#N)c1C
-9,COc1cc(OC)c(C2CC(=O)Oc3c2c(=O)[nH]c2ccccc32)cc1OC (configuration not stated)
9,CN(C)c1cccc(C(=O)NNC(=O)c2cccc(Cl)c2)c1
1,COc1cc(/C=N/NC(=O)CNc2cccc(C(F)(F)F)c2)ccc1OC(=O)c1ccc(F)cc1
5,COc1ccc(C)cc1-n1nnnc1SCc1nc(CC(C)C)no1
-5,O=C(O)CC/C(=C/c1csc(-c2ccc(Cl)cc2)n1)c1nc2ccccc2s1
5,CCCCNc1nc(-c2ccc3c(c2)CC(C)N3S(C)(=O)=O)cs1 (configuration not stated)
